FUS yeast rescue – FUS proteinopathy suppression in yeast; S. cerevisiae FUS-expressing, growth rescue, OD600, 24 h; Potency, µM (doses to about 76.6 µM), for inactives: at the top dose growth rescue (activation), most hits filed as activators; 0.24% of 390,000 active; AID 1347120;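 also: potency is read from the fitted curve at half-maximal effect; plate controls were DMSO vehicle for no effect and reference control for full effect; nearly all actives have a fitted effect of over 55% in size; some results filed as inactive show a strong effect at the top dose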
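Yeast expressing FUS under galactose induction, OD 0.005 in 2% galactose medium; compounds in a dilution series, 24 h at 30C. Growth rescue by absorbance at 600 nm; CP55940 positive control, DMSO negative.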
Abeta yeast res – A-beta toxicity reversal in yeast | AID 1347071 | 0.063% of 410,000 active | Potency, µM (titrated, usually from 46.1 µM), inactives show at the top dose growth rescue, usual class: activators | yeast expressing A-beta42, growth rescue, OD600, 48 h; response scale: 0% DMSO, 100% iron-clioquinol control; also: potency is read from the fitted curve at half-maximal effect; nearly all actives have a fitted effect of over 55% in size
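Yeast growth medium received pinned compounds, then yeast cells expressing toxic A-beta were added; plates incubated at 30 C for 48 hr. Growth read as absorbance at 600 nm, normalized to DMSO and equimolar FeCl3 plus clioquinol controls.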
PTHR1 ag – activates the human parathyroid hormone receptor PTHR1 | 0.075% of 410,000 active | HEK293 GP2 PTHR1 cells, GloSensor cAMP luminescence, 1 h | Potency, µM (top dose mostly 115 µM), for the others: top-dose activation, actives largely listed as activators | Q03431; also: potency is read from the fitted curve at half-maximal effect; nearly all actives have a fitted effect of over 55% in size; some results filed as inactive show a strong effect at the top dose; inactives centre near -15; many of its hits are not listed in these tables
Target sequence (Q03431 whole entry, looked up): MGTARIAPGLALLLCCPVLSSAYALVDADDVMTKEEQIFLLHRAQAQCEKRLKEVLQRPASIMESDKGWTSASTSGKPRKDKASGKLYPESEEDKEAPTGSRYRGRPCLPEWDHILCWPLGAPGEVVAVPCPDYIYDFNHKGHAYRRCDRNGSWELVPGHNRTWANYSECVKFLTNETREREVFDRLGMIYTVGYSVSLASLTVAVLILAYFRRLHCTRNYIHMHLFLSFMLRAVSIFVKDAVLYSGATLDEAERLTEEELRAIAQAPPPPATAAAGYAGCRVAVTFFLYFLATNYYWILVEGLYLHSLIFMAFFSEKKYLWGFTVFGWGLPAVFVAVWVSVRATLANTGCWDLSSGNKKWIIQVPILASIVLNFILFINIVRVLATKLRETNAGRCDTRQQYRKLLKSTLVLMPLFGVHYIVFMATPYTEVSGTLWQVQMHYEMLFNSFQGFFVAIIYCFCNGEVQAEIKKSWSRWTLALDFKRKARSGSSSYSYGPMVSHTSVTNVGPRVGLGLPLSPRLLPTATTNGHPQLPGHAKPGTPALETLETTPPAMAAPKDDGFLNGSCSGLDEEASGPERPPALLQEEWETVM
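HEK-293-derived GP2 cells expressing PTHR1 and a GloSensor cAMP reporter, 3,000/well, plated overnight, given luciferin plus IBMX (each 0.5 mM as added) for 1 h at 37 °C, then compound for 1 h at 37 °C. Luminescence was read after 15 min at room temperature.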
TDP43 rescue – inhibitors of TDP-43 toxicity in yeast; TDP-43 expressing yeast growth rescue, BacTiter-Glo, 24 h; 1.8% of 410,000 active; Potency, µM (top dose mostly 46.1 µM), for the others: at the highest dose growth rescue (activation), hits mostly activators; also: potency is read from the fitted curve at half-maximal effect; % of control where 0% means no effect; nearly all actives have a fitted effect of over 50% in size
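Readout is BacTiter-Glo luminescence of cell growth, so inhibitors register as activators. TDP-43-expressing yeast at OD600=0.02 in galactose medium, after raffinose pregrowth to mid-log, were incubated with compound for 24 hr at 30 deg C.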
D3 antag – antagonists of human D3 dopamine receptor. D3R cells, DiscoveRx beta-arrestin luminescence, antagonist mode; stronger effect = lower value. P35462. 2.5% of 360,000 active. max response, negative = inhibition, %. AID 652054; in the data active = max response below about -50%; inconclusive = no clear call, values can overlap the other calls; also: % is scaled to controls: 0 for no effect and ±100 for the full control effect; mostly tested at two doses, the higher about 12 µM
Target sequence (P35462 whole entry, looked up): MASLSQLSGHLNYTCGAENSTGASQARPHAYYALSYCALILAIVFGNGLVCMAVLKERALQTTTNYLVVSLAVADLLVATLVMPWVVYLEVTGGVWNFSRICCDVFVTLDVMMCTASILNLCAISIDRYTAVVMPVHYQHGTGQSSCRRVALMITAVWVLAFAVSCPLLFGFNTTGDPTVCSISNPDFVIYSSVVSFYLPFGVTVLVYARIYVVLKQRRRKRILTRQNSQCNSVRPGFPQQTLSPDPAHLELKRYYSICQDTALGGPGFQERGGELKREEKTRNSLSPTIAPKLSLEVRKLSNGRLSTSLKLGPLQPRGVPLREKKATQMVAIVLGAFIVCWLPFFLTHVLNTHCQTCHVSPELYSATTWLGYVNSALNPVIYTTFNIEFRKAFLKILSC
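Cells expressing the human receptor were seeded at 1500 cells/well, incubated overnight at 37 degrees C in 5% CO2, then exposed to library compounds with dopamine controls for 90 minutes at 37 degrees C before luminescent detection.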
GLP-1R agonist – activates the human GLP-1 receptor. P43220. HEK293 GLP-1R CRE-luciferase, luminescence, 4-6 h; cells express a hypersensitive GLP-1R form. Potency, µM (titrated, usually from 45.6 µM), for inactives: top-dose activation, most hits filed as activators. 0.007% of 380,000 active. AID 624172; also: potency is read from the fitted curve at half-maximal effect; % of control where 0% means no effect
aSyn yeast inh – rescues yeast growth from alpha-synuclein toxicity; Yeast expressing alpha-synuclein, growth rescue, BacTiter-Glo, 24 h; AID 652106; Potency, µM (highest dose often 46.1 µM), for inactives: at the highest dose growth rescue (activation), most hits filed as activators; 0.14% of 370,000 active; also: potency is read from the fitted curve at half-maximal effect; % of control where 0% means no effect; nearly all actives have a fitted effect of over 65% in size
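Rescue of yeast growth: cells expressing toxic alpha-synuclein, induced in galactose at OD600 0.02, incubated with compound 24 h at 30 C. ATP luminescence quantified growth; inhibitors of toxicity appear as activators.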
GLP1R inv ag – acts as inverse agonist at human GLP-1 receptor. HEK293 GLP-1R CRE-luciferase, luminescence, 24 h; GLP-1R form is constitutively active. Potency, µM (series often up to 38.3 µM), inactives show at the top dose activity change, negative = inhibition, hits mostly inhibitors. 1.6% of 410,000 active. AID 624417; also: potency is read from the fitted curve at half-maximal effect; % is scaled to controls: 0 for no effect and ±100 for the full control effect; nearly all actives have a fitted effect of over 55% in size
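HEK293 cells stably co-expressing a cAMP-responsive luciferase reporter and constitutively active GLP-1R were seeded, incubated 12 h, then exposed to compounds for 24 h at 37 C. Luminescence was read 12 min after detection reagent; inverse agonists lower signal.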
pAkt inh – blocks phosphorylation of Akt | Neuro2A IGF-stimulated pAkt S473 HTRF, 20 min; stronger effect = lower value | activity change, % for hits at 50 µM | 0.32% of 360,000 active | AID 651550; in the data active = activity change below about -80%; inconclusive = mostly about -51% to -80%; also: % is scaled to controls: 0 for no effect and ±100 for the full control effect
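Neuro2A cells in DMEM with 0.5% FBS, overnight at 37 deg C, given compound at single 50 µM final, then IGF (6 nM final) for 20 min at 37 deg C. Lysed; phospho-Akt Ser473 by HTRF after 24 h, 665/615 ratio.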
Active calls of the source: *; i = inactive; u = inconclusive; x = not tested or not shown; & = joins results of further samples; [ ] = dose if it differs, or a comment. Unless noted, calls follow the shape of the dose curve; as a rule, active = well fitted curve in the direction sought with a large enough effect; inconclusive = small, poorly fitted or top-dose-only effect, or another doubt; inactive = no such curve, though single readings can be large; an effect the other way counts as inactive or inconclusive. Some of the compounds tested (hit frequency here may not be typical).

SMILES	FUS yeast rescue	Abeta yeast res	PTHR1 ag	TDP43 rescue	D3 antag	GLP-1R agonist	aSyn yeast inh	GLP1R inv ag	pAkt inh
CCOc1ccccc1/C=N/NC(=O)c1cccc(S(=O)(=O)N(CC)CC)c1	18%	0%	-1%	-4%	-19	1%	-1%	0%	i
Cc1nc(-c2ccc(S(=O)(=O)N3CCN(c4ccc(F)cc4)CC3)cc2)co1	-8%	-10%	-32%[inhibitor]	u	x	-4%	0%	14%	x
O=C(c1ccco1)N1CCN(C2c3ccccc3-c3ccccc32)CC1	9%	11%	12%	-25%	8	2%	-5%	u	i
CNC(=O)C[C@H]1C(=O)N(CCc2ccccc2)C[C@@H]1C	-22%	-2%	-17%	21%	u	6%	-11%	6%	i
COc1ccc(NC(=O)CCn2nc(-c3ccccc3OC)c3c(C)cc(C)nc32)cc1	36%	19%	-10%	14µM*	x	x	x	u	x
CCOC(=O)N1CCC2(CC1)NC(=O)c1ccccc1N2	-11%	2%	i	16%	-17	4%	-1%	9%	i
Cc1ccc(-c2nc3c4cnn(-c5cc(Cl)ccc5Cl)c4ncn3n2)cc1	-11%	-11%	u	u	x	x	x	6%	x
CCOc1ccc(S(=O)(=O)Nc2ccc(C(=O)NCCCN3CCOCC3)cc2)cc1	-4%	4%	i	7%	-25	-4%	4%	3%	i
O=C1CC(C(=O)N2CCN(Cc3ccccc3)CC2)CN1Cc1ccccc1 (configuration not stated)	-9%	-7%	i	15%	7	2%	0%	0%	i
O=C(c1ccc(-n2cnnn2)cc1)N(C1CCCCC1)C1CCCCC1	-17%	4%	-8%	-4%	-1	1%	-3%	19%	i
C/C=C/c1ccc(OCC(=O)OCC2=C(C(=O)OCC)C(C)NC(=O)N2)c(OC)c1 (configuration not stated)	36%	22%	i	-20%	12	4%	-3%	-53%	i
CCc1ccc(OCC(O)CN2CCCC2)cc1 (configuration not stated)	0%	-5%	-25%	3%	14	-12%	-1%	-1%	i
COc1cccc(Nc2nc3cc(Cl)c(Cl)cc3nc2-n2nc(C)cc2C)c1	-25%	-2%	19%	11%	x	x	x	5%	x
CC(=O)Nc1ccc(S(=O)(=O)Nc2ncccn2)cc1	-23%	-9%	-15%	-16%	-19	-1%	2%	0%	i
Cc1ccc(N(C(=O)c2cccc(C)c2)S(=O)(=O)c2ccc(Cl)cc2)cc1	32%	-17%	-12%	-10%	x	x	x	u	x
Cc1ccccc1NC(=O)c1c(Cl)nc(C)c(Cl)c1C	17%	-4%	i	19%	3	2%	0%	-2%	i
CC1=C(C(=O)Nc2ccccc2)C(c2ccc(Cl)cc2)n2c(s/c(=C/c3cccc(OCC(=O)O)c3)c2=O)=N1 (configuration not stated)	u	-8%	-16%	10%	-11	-1%	-2%	-19%	i
COc1ccc(CNC(=O)CCSCc2cccc(Cl)c2)c(OC)c1	5%	7%	i	44%	-5	18%	14%	u	i
Cc1ccc(C)c(-n2c(SCC(=O)Nc3nonc3C)nnc2-c2ccoc2C)c1	22%	1%	-31%[inhibitor][57.5 µM]	-9%	-24	7%	9%	u	i
CCn1c(C)c(C)c2cc(C(=O)NCc3cccc(C)c3)ccc21	43%	-4%	-6%	29%	x	x	x	u	x
COCOCCn1cc(CN2CCS(=O)(=O)N(Cc3ccc(-c4ccccc4)cc3)C(CC(C)C)C2=O)nn1 (configuration not stated)	u	14%	-45%	u	13	-3%	22%	u	i
COc1ccc2[nH]c(=O)c(CN(Cc3ccccc3OC)Cc3nnnn3CC3CCCO3)cc2c1 (configuration not stated)	16%	7%	i	-24%	6	7%	12%	6%	i
Cc1ccc(Nc2cc(C)nc3ncnn23)c(C)c1	-1%	-6%	i	25%	7	-3%	12%	9%	i
CCC(C)NC(=O)Cn1c(=O)n(-c2cc(OC)cc(OC)c2)c(=O)c2ccccc21 (configuration not stated)	-5%	-16%	-23%	-2%	x	x	x	1%	x
Cc1ccc(CN2C3=NC(=O)CN3c3ccccc32)cc1	4%	5%	-1%[57.5 µM]	15%	9	-5%	0%	5%	i
(further entries)
SMILES	FUS yeast rescue	Abeta yeast res	PTHR1 ag	TDP43 rescue	D3 antag	GLP-1R agonist	aSyn yeast inh	GLP1R inv ag	pAkt inh
COCCNC(=O)CCCn1c(SCc2ccccc2C)nc2c(sc3ccccc32)c1=O	37%	-2%	-49%[inhibitor]	2%	x	x	x	-6%	x
O=C(c1ccc2c(c1)OCCO2)N1CCN(S(=O)(=O)c2c(F)cccc2F)CC1	2%	1%	-50%[inhibitor]	x	x	3%	x	x	x
COc1ccc(/C=N/NC(=O)c2ccc3nc[nH]c3c2)cc1	-13%	-4%	i	1%	17	0%	0%	-6%	i
COc1ccc(/C=C2\SC(=O)N(CCNC(=O)C3CC4C=CC3C4)C2=O)cc1 (configuration not stated)	18%	-9%	-93%[inhibitor]	3%	-5	9%	-2%	u	i
CCn1cc(/C=C(\NC(=O)c2ccccc2F)C(=O)N2CCOCC2)c2ccccc21	9%	17%	-4%	17%	-4	5%	-8%	-28%	i
Cc1cn(CC2COC(C)(C)O2)c(=O)[nH]c1=O (configuration not stated)	-21%	-12%	i	-2%	-2	0%	-4%	-1%	i
O=C(CCc1nnc(Cc2ccc3c(c2)OCO3)o1)NC(c1ccccn1)C(F)(F)F (configuration not stated)	-10%	-5%	-23%	6%	-7	-1%	0%	26%	i
Cc1nonc1NC(=O)CSc1nc2c(C)cccc2cc1C#N	8%	-13%	i	2%	12	-3%	-13%	1%	i
O=C(Nc1nncs1)c1cccnc1Cl	x	0%	-43%[inhibitor]	4%	-18	-9%	-5%	6%	i
CCNC(=O)N1c2ccccc2Sc2ccccc21	x	-8%	i	-14%	0	10%	-1%	0%	i
Cc1ccc(CN=C2Nc3ccccc3CS2)cc1	19%	9%	-24%[57.5 µM]	8%	-27	-1%	14%	u	i
CCCCCn1c(=O)[nH]c2cc(C(=O)NCc3ccc(C)cc3)ccc2c1=O	-25%	-7%	-21%	22%	x	1%	x	12%	x
Cc1cc(C)c(S(=O)(=O)NCc2csc(C)n2)c(C)c1	-21%	12%	-4%	7%	-14	7%	5%	-8%	i
O=C(CCNc1ccc(F)cc1)c1cc2ccccc2o1	-4%	-18%	-18%	20%	7	u	-9%	4%	i
CCN1CCC(=NNC(=O)c2ccco2)CC1	-23%	-6%	i	-4%	21	-5%	-5%	15%	i
O=C(NCCN1CCOCC1)c1cc(Br)ccc1Cl	17%	-2%	u	-17%	-8	-2%	-1%	18%	i
N#Cc1cnn2ccn(C3OC(CO)C(O)C3O)c12 (configuration not stated)	-31%	-4%	i	-6%	-2	12%	2%	-11%	i
Cc1ccc(-c2nc(-c3cccnc3)sc2CC(=O)Nc2ccc3nc(C)sc3c2)cc1	u	-6%	i	-21%	-2	0%	3%	u	i
O=C(NCCc1ccc(Cl)cc1)/C(=C/c1cccnc1)NC(=O)c1ccccc1	10%	-9%	i	9%	-12	2%	-7%	-6%	i
CC(C)(C)CC(=O)N1CCN(Cc2ccc3c(c2)OCO3)CC1	0%	-2%	i	9%	-1	-3%	5%	5%	i
Cc1ccc(NC(=O)C2CCN(C(=O)c3ccccc3C)CC2)cc1	14%	8%	i	-3%	4	4%	9%	u	i
CCn1cc(C(=O)OCC(=O)Nc2c(C)cccc2C)c(=O)c2ccc(C)nc21	15%	19%	-1%	u	u	0%	2%	21%	i
CCC1C(=O)CC(c2ccccc2)NC1c1ccccc1 (configuration not stated)	4%	10%	i	-7%	3	9%	9%	-12%	i
CCOC(=O)C1CCN(C(=O)Cn2nc(C)c3c(C)n(-c4ccccc4)nc3c2=O)CC1	-20%	1%	-26%	-3%	8	-5%	2%	-12%	i
CCN1CCN(c2cc(C)c3cc(NC(=O)/C=C/c4cccc(OC)c4OC)ccc3n2)CC1	17%	4%	i	0%	x	x	x	u	x
The list goes on:
SMILES	FUS yeast rescue	Abeta yeast res	PTHR1 ag	TDP43 rescue	D3 antag	GLP-1R agonist	aSyn yeast inh	GLP1R inv ag	pAkt inh
COc1ccc2c(c1)c1nnc(SCC(=O)N3C(C)CCCC3C)nc1n2C (configuration not stated)	17%	6%	-15%	14µM*	-9	29%	8%	56%[activator]	i
N#Cc1cccc(NC(=O)c2cc(C3CCCCN3C(=O)CCc3ccccc3)on2)c1 (configuration not stated)	u	-1%	-39%[inhibitor]	u	-9	-6%	15%	-21%	i
CCN1CCN(c2ncc3c(n2)CC(c2ccccc2O)CC3=O)CC1 (configuration not stated)	-30%	-18%	u	6%	x	x	x	10µM*	x
Nc1nonc1-c1noc(COc2ccccc2Cl)n1	3%	23%	-32%[inhibitor][57.5 µM]	u	-11	5%	8%	-28%	i
COC(=O)CC1=C(C(=O)OC)[C@@H](c2ccccc2[N+](=O)[O-])C(C#N)=C(N)O1	8%	0%	i	-12%	-22	1%	3%	3%	i
O=C1CCCCN1CCC(=O)N1CCCC(Nc2ccc(F)c(F)c2)C1 (configuration not stated)	-2%	-9%	i	18%	-12	0%	1%	6%	i
O=C(c1ccc([N+](=O)[O-])cc1)N1CCN(C(=O)c2cccs2)CC1	-12%	-4%	i	-9%	u	-1%	-8%	-1%	i
Cc1ccc2c(c1)CC1(CN2C)C(=O)OC(C)(C)OC1=O	9%	-9%	-14%[57.5 µM]	-14%	31	18%	1%&-3%	0%	u

Grouped by structure, the entries above containing a nitro group on carbon
SMILES	FUS yeast rescue	Abeta yeast res	PTHR1 ag	TDP43 rescue	D3 antag	GLP-1R agonist	aSyn yeast inh	GLP1R inv ag	pAkt inh
COC(=O)CC1=C(C(=O)OC)[C@@H](c2ccccc2[N+](=O)[O-])C(C#N)=C(N)O1	8%	0%	i	-12%	-22	1%	3%	3%	i
O=C(c1ccc([N+](=O)[O-])cc1)N1CCN(C(=O)c2cccs2)CC1	-12%	-4%	i	-9%	u	-1%	-8%	-1%	i

Source: PubChem
